# Source: PubChem (Southern Research Specialized Biocontainment Screening Center)
# VEEV TC-83 Vero – inhibitors of VEEV TC-83 cytopathic effect, confirmation, Vero cells (AID 588727). 350,000 tested, 0.13% active. one-dose inhibition, % at 20 µM; IC50 in µM for titrated hits. Vero cells, VEEV TC-83 cytopathic effect inhibition; higher % means a stronger effect; in the data active means a potency from the dose series; inconclusive means inhibition mostly from about 14% at the one dose, without a potency; inactive means the rest, 99 in 100 with inhibition below about 12%; further: strong numbers were not always called active
# H37Rv inhibition – M. tuberculosis growth inhibition, HTS (AID 449762) | M. tuberculosis H37Rv growth inhibition, 7H9 media; higher % means a stronger effect | inhibition, % at 25 µM; hits with a dose series show IC50 in µM | 330,000 tested, 0.59% active; in the data active means a potency from the dose series; inconclusive means inhibition above about 70% without an active follow-up result;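 further: bacterial growth assessed after seven days of incubation; strong numbers were not always called active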
# H1N1 NS1A inhibition – NS1A inhibition, H1N1 influenza, cell based functional assay (AID 504329). NS1A functional cell-based assay, percent inhibition; higher % means a stronger effect. inhibition, % at 12.5 µM, or IC50 in µM where a hit was titrated. 340,000 tested, 0.3% active; in the data active means a potency from the dose series; inconclusive means inhibition above about 27% without an active follow-up result; further: strong numbers were not always called active
# Salmonella PhoP GFP – PhoP regulon inhibitors, Salmonella typhi PhoP promoter GFP reporter, confirmatory (AID 1850); Salmonella Typhi PhoP-promoter GFP reporter, fluorescence, 4 h; higher % means a stronger effect; inhibition, % at 50 µM; hits with a dose series show IC50 in µM; 310,000 tested, 0.33% active; in the data active means a potency from the dose series; inconclusive means inhibition mostly from about 25% at the one dose, without a potency; inactive means the rest, 99 in 100 with inhibition below about 19%;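 further: 0% = induced wells with vehicle and 100% = uninduced wells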
# tuberculosis growth – growth inhibition of non-replicating M. tuberculosis (AID 488890). inhibition, % at 25 µM; hits with a dose series show IC50 in µM. 320,000 tested, 0.39% active. Mycobacterium tuberculosis non-replicating, growth inhibition; higher % means a stronger effect; in the data active means a potency from the dose series; inconclusive means inhibition mostly from about 82% at the one dose, without a potency; inactive means the rest, 99 in 100 with inhibition below about 76%;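 further: plate controls were DMSO cells for no effect and high antibiotic wells for full effect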
# VEEV TC-83 Vero 10K pilot screen – recorded beside VEEV TC-83 Vero, whose call it bears; inhibition, %; measured here: 10K pilot screen inhibition
# The depositor's hits bear a star; i = inactive; u = inconclusive; x = no result given; & = joins results of further samples.
SMILES,VEEV TC-83 Vero,H37Rv inhibition,H1N1 NS1A inhibition,Salmonella PhoP GFP,tuberculosis growth,others
COc1ccc(OC)c(CCNC(=O)c2cccc(NC3=NC4CS(=O)(=O)CC4S3)c2)c1 (stereo not drawn),1.4%,-5%,34%,-7%,28%,VEEV TC-83 Vero 10K pilot screen=0.1
Cc1nc(C)n(CCNC(=O)c2ccco2)n1,0.1%,8%,0%,4%,1%,
COc1ccc(NC(=O)C(Sc2nnc(-c3ccncc3)n2-c2ccccc2C)c2ccccc2)cc1Cl (stereo not drawn),i,-1%,6%,9%,16%,
O=C(CN1C(=O)NC2(CCCCC2)C1=O)N(Cc1ccco1)Cc1cccs1,2.2%,-8%,-7%,7%,3%,
CCSc1nnc(NC(=O)C(CC)(C(F)(F)F)C(F)(F)F)s1,0.9%,8%,0%,-2%,72%,
COc1ccc(CN(Cc2ccncc2)C(=O)CCC(=O)O)cc1,i,-7%,-1%,-14%,2%,
CC1=NN(c2ccccc2)C(=O)/C1=C\c1cn(CCC#N)nc1-c1ccc(Cl)cc1,4.5%,12%,-7%,-2%,58%,
COc1ccc(C(=O)OCC(=O)Nc2cccc(S(=O)(=O)N3CCCCCC3)c2)cc1[N+](=O)[O-],1.8%,x,0%,x,x,
O=C(/C=C(/c1ccc(Cl)cc1)n1cncn1)c1ccccc1,i,4%,-1%,-5%,29%,
CC(=O)Oc1ccc2c(=O)c(-c3nc4ccccc4s3)coc2c1,4.6%,-6%,-5%,-6%,78%,
NS(=O)(=O)c1ccc(S(=O)(=O)N2CCN(C3CCCC3)CC2)cc1,2.7%,8%,4%,-6%,6%,
Cc1ccc(C)c(Cn2c(C(C)O)nc3ccccc32)c1 (stereo not drawn),0.4%,0%,-5%,-3%,20%,

# Of the compounds above, these contain a Cl atom:
SMILES,VEEV TC-83 Vero,H37Rv inhibition,H1N1 NS1A inhibition,Salmonella PhoP GFP,tuberculosis growth,others
COc1ccc(NC(=O)C(Sc2nnc(-c3ccncc3)n2-c2ccccc2C)c2ccccc2)cc1Cl (stereo not drawn),i,-1%,6%,9%,16%,
CC1=NN(c2ccccc2)C(=O)/C1=C\c1cn(CCC#N)nc1-c1ccc(Cl)cc1,4.5%,12%,-7%,-2%,58%,
O=C(/C=C(/c1ccc(Cl)cc1)n1cncn1)c1ccccc1,i,4%,-1%,-5%,29%,

# (next part)
SMILES,VEEV TC-83 Vero,H37Rv inhibition,H1N1 NS1A inhibition,Salmonella PhoP GFP,tuberculosis growth,others
CCOC(=O)C1=C(COC(=O)CNC(=O)c2ccc(Cl)cc2Cl)NC(=O)NC1C (stereo not drawn),0.6%,-3%,-8%,8%,-8%,
CCC(C)NCCOCCOc1ccc(Cl)cc1Br (stereo not drawn),0.5%,-6%,-2%,11%,56%,
COc1ccc(CCC(=O)O)cc1OC,1.6%,-4%,-5%,9%,-12%,
O=C(/C=C/c1ccco1)OCC(=O)c1ccc(OC(F)F)cc1,1.4%,53%,-4%,x,21%,
COCCCNC(=O)/C(C#N)=C/c1c(N2CCN(c3ccccc3)CC2)nc2ccccn2c1=O,8.9%,0%,-6%,-11%,-13%,
C=CCNc1nc(C(=O)OCC(=O)NCc2ccccc2OC)cs1,0.8%,-3%,10%,-4%,2%,
CCc1ccc(OCC(=O)NC2CCCCC2)c(Br)c1,5.0%,8%,-2%,-11%,u,
CC(=O)Nc1ccc(N(C(=O)CNC(=O)c2cccs2)C(C(=O)NCC2CCCO2)c2ccccc2)cc1 (stereo not drawn),0.4%,-4%,-3%,7%,2%,
Cc1cccc(C)c1NC(=O)CN1CCN(C(=O)CNC(=O)c2ccc(N3CCCC3=O)cc2)CC1,0.2%,-6%,-8%,x,-2%,
CCCC(c1nnnn1C1CCCCC1)N1CCN(C(=O)c2ccco2)CC1 (stereo not drawn),i,-2%,7%,-2%,0%,
Cc1[nH]c2ccc3ccccc3c2c(=O)c1C/C=C/Cl,i,4%,-4%,3%,13%,
NS(=O)(=O)c1ccc(CNC(=O)COc2ccc3c4c(c(=O)oc3c2)CCCC4)cc1,1.1%,9%,0%,7%,2%,
N#Cc1ccc(-c2ccc(C3Nc4ccccc4C(=O)N3O)o2)cc1 (stereo not drawn),2.0%,6%,-7%,x,u,VEEV TC-83 Vero 10K pilot screen=9.0
O=C(CN1C(=O)C2(OCCO2)c2cc(Br)ccc21)NO,i,-1%,-3%,18%,-1%,
COc1ccccc1S(=O)(=O)NCc1ccc(C(=O)N(C)Cc2ccc(F)cc2)cc1,i,-9%,-5%,x,15%,
CCCn1c(SC(C(=O)Nc2cc(C)ccc2OC)c2ccccc2)nc2ccccc2c1=O (stereo not drawn),i,-5%,-9%,-4%,-1%,
Cc1ccccc1COn1nnc2ccc(S(=O)(=O)N3CCOCC3)cc21,8.6%,3%,4%,5%,-4%,
CCCC[C@@H]1C[C@H]1[C@@H](NC(=O)c1ccccc1)c1ccccc1C(F)(F)F,1.0%,1%,7%,1%,-12%,
Cc1noc(C)c1C(=O)Nc1nc(-c2ccccc2Cl)cs1,2.2%,-4%,-2%,9%,8%,
COc1ccc(OCC(=O)Nc2ccc3c(c2)nc(CN2CCN(C(C)=O)CC2)n3C)cc1,0.9%,4%,-1%,2%,9%,
OCCOCCn1c(CCNc2nc(-c3ccc(Cl)cc3)cs2)nc2cc(Cl)c(Cl)cc21,1.8%,6%,9%,-16%,18%,
CCOc1ccc(C(=O)OCC(=O)Nc2ccc(SC(F)F)cc2)cc1OCC,i,9%,0%,-7%,-13%,
COc1c(S(=O)(=O)N2CCCC2)ccc(Cl)c1Cl,6.7%,6%,-2%,-3%,0%,
Cc1ccc(C)c(N2CCN(c3ncccc3[N+](=O)[O-])CC2)c1,0.8%,8%,-15%,3%,5%,

# Structures above containing a CF3 group:
SMILES,VEEV TC-83 Vero,H37Rv inhibition,H1N1 NS1A inhibition,Salmonella PhoP GFP,tuberculosis growth,others
CCSc1nnc(NC(=O)C(CC)(C(F)(F)F)C(F)(F)F)s1,0.9%,8%,0%,-2%,72%,
CCCC[C@@H]1C[C@H]1[C@@H](NC(=O)c1ccccc1)c1ccccc1C(F)(F)F,1.0%,1%,7%,1%,-12%,

# New compounds follow:
SMILES,VEEV TC-83 Vero,H37Rv inhibition,H1N1 NS1A inhibition,Salmonella PhoP GFP,tuberculosis growth,others
COc1ccc(S(=O)(=O)Cc2ccc(C(=O)N3CCN(c4ncccn4)CC3)o2)cc1,9.2%,0%,-10%,-25%,3%,
Cc1cccc(C(C(=O)NC2CCCC2)N(Cc2cccnc2)C(=O)c2csnn2)c1 (stereo not drawn),0.6%,7%,-15%,4%,1%,
CC(C)(C)c1ccccc1N=Cc1ccc2ccccc2n1,0.5%,4%,4%,-21%,7%,
Cc1ccc(CNC(=O)CSc2nnc(CNC(=O)c3ccccc3)o2)cc1,i,13%,3%,7%,u,
COc1ccc(CCNC(=O)c2ccc(Cl)cc2)cc1,5.9%,15%,3%,3%,x,
COC1CCCN(C(=O)c2ccc3oc(Cc4ccc(Cl)cc4)nc3c2)C1 (stereo not drawn),i,-1%,-5%,-8%,24%,
C[C@@H]1NC(=O)N[C@@H]1CCCCCC(=O)O,0.7%,-7%,1.6µM*,-22%,-5%,
O=C1NC(=O)C2(Cc3ccccc3N3CCCC32)C(=O)N1c1ccc(Cl)cc1 (stereo not drawn),x,-2%,x,2%,64%,
CC(=O)c1ccc(NC(=O)C2CC(=O)Nc3nc4ccccc4n32)cc1 (stereo not drawn),0.2%,2%,5%,4%,-4%,
COc1ccc(OC)c(S(=O)(=O)n2nnc3ccccc32)c1,0.4%,-10%,-14%,-8%,5%,
CC(OC(=O)CCN=C1NS(=O)(=O)c2ccccc21)C(=O)Nc1ccc(F)c(F)c1F (stereo not drawn),1.4%,100%,6%,-8%,-3%,
COc1ccc(/C=C/C(=O)CCC(=O)O)cc1,0.8%,-10%,0%,1%,-24%,
Cc1ccc(C)[n+](CC(=O)N2CCCCC2)c1,i,x,-14%,x,x,
Cc1cc(NC(=O)CCC(=O)N(CC(=O)NC2CCCC2)c2ccc(F)c(Cl)c2)no1,5.1%,-3%,9%,-4%,7%,
CC1(C)Oc2ccc(C(=O)NC3CCCC3)cc2N(CC(=O)NC2CCCC2)C1=O,2.7%,3%,-2%,-16%,9%,
C/C(=N\N1CCN(Cc2ccc(Cl)cc2)CC1)c1ccc([N+](=O)[O-])cc1,0.6%,65%,2%,-1%,25%,
COC(=O)c1ccc(-n2c(C)cc(C(=O)COC(=O)CC3Sc4ccccc4NC3=O)c2C)cc1 (stereo not drawn),i,2%,13%,-6%,77%,VEEV TC-83 Vero 10K pilot screen=0.3
CCN(CC)S(=O)(=O)c1cccc(C(=O)N[C@H](C(=O)NCc2ccc(Cl)cc2)C(C)C)c1,3.3%,0%,4%,-4%,41%,
CCc1[nH]c(=O)c(C#N)c2c1COC(C)(C)C2,4.1%,0%,-4%,-1%,4%,
CNC(=S)N/N=C/c1cc(Br)cc(Br)c1O,3.0%,8%,-5%,7%,u,
COc1cccc(OCC(=O)NC2CCCCC2)c1,0.7%,18%,-1%,0%,78%,
Fc1cccc(Cc2noc(CN3CCSCC3)n2)c1,1.0%,-11%,-5%,-4%,10%,
COc1ccc(S(=O)(=O)N(n2c(C)nnc2-n2nc(C)cc2C)S(=O)(=O)c2ccc(OC)cc2)cc1,2.1%,-3%,17%,13%,2%,
CCC(C)[C@H](NS(=O)(=O)c1ccc(F)cc1Br)C(=O)OC (stereo partly drawn),0.3%,x,-22%,x,x,
N#CCc1ccnc2ccccc12,1.2%,x,4%,x,x,
O=c1cc2oc3cc(O)c(O)cc3c(-c3ccccc3[N+](=O)[O-])c-2cc1O,i,40%,20%,-2%,52%,
CCCC(=O)C1=C(O)C(C(=O)OC)C(C)(C)CC1=NCc1ccccc1 (stereo not drawn),0.1%,-5%,-3%,-4%,12%,
CCNC(=S)NC(=NCc1cccnc1)Nc1nc(C)cc(C)n1,1.0%,2%,-4%,-9%,4%,
COCCNC(=O)C1CCN(C(=O)c2cc3sccc3n2Cc2ccc(F)cc2)CC1,i,6%,-6%,4%,6%,
O=[N+]([O-])c1ccc(-n2nnnc2CN2CCCCC2)cc1,0.5%,0%,-13%,5%,-15%,
COc1cccc(Oc2c(C)oc3c(CN4CCCCC4)c(O)ccc3c2=O)c1,2.0%,-18%,-8%,9%,0%,
CC1CCc2sc(C(=O)NC3CCN(Cc4ccccc4)CC3)cc2C1 (stereo not drawn),0.3%,3%,-2%,x,-1%,
COc1ccc(NC2CC(=O)N(c3cccc(C)c3)C2=O)cc1 (stereo not drawn),4.3%,u,7%,-2%,6%,
O=C(O)c1ccccc1NC(=O)C(c1ccccc1)c1ccccc1,1.1%,1%,2%,1%,11%,
Cc1ccc(S(=O)(=O)N2CCCCC2)cc1NC(=O)CSc1nccn1C,0.9%,8%,4%,-4%,7%,
CCSc1nnc(NS(=O)(=O)c2ccc(OC)cc2)s1,0.9%,0%,3%,-15%,11%,
COc1ccc(CN2CCN(c3ccccn3)CC2)c(OC)c1C,i,4%&5%,1%&-7%,10%&8%,-3%&8%,
COc1cccc(N2C(=NC(=O)COc3ccccc3)SC3CS(=O)(=O)CC32)c1 (stereo not drawn),2.6%,2%,4%,-1%,-16%,
CCOC(=O)c1sc(=NC(=O)c2ccc(OC(C)C)cc2)n(C)c1C,6.2%,4%,-2%,-3%,16%,
O=C(C1=C[C@H](c2ccc(C(F)(F)F)cc2)C[C@H](OCCCCO)O1)N1CCN(Cc2ccc3c(c2)OCO3)CC1,i,17%,8%,-2%,13%,
c1ccc(N2CCN(c3ccc4nncn4n3)CC2)nc1,0.8%,-10%,-12%,x,x,
CCCCn1nc(C(=O)Nc2cccc(C(=O)NC3CC3)c2)c2ccccc2c1=O,8.1%,5%,-18%,x,-2%,
CCCC(=O)C1=C(N(C)c2ccccc2)CC(C)(C)CC1=O,0.9%,-4%,2%,0%,-11%,
CCN(C(=O)CSc1nnc2nc(C)cc(C)n12)c1ccccc1,0.3%,-2%,1%,8%,-7%,
S=c1[nH]nc(COc2ccccc2)n1Cc1ccccc1,0.6%,7%,-7%,10%,14%,
O=C(CSc1n[nH]c(-c2ccc(S(=O)(=O)N3CCCCC3)cc2)n1)Nc1nccs1,2.4%,-8%,2%,-6%,-4%,
CCCC1(CCC)C(=O)NC(=Nc2ccccc2)NC1=O,i,2%,-7%,5%,-7%,
Cc1c(CBr)[n+](=O)c2c(n1[O-])C(Br)CCC2Br (stereo not drawn),1.3%,3%,7%,4%,-5%,
COc1ccc(OC)c2nc(-c3ccncc3)ccc12,1.1%,-5%,0%,0%,-7%,
CCn1c(=O)c(CCC(=O)NCCN2CCOCC2)c(C)c2c(C)nn(-c3ccccc3)c21,0.1%,5%,9%,-8%,12%,
